IL-1B inflam inh = inflammasome signaling inhibition, IL-1 beta readout | activity change, % at 57.5 µM | AID 743279 | THP-1 LPS/ATP IL-1B secretion, AlphaLISA, 16 h; hits give low values | hit rate 4.7% among 360,000; in the data active = activity change below about -50%; inconclusive = mostly about -30% to -49%; note: % is set by controls: 0 for no effect and ±100 for the full control effect
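Secreted IL-1B measured by AlphaLISA bead assay after 16 h compound exposure of THP-1 cells; compounds (final up to 57.5 uM) added 1 h before LPS (250 ng/mL) and ATP (1.25 mM) stimulation; lower signal means less secretion.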
ATXN viability = reduces viability in counter-screen for ATXN expression inhibitors. Potency, µM (titrated, usually from 56.7 µM), usual class: cytotoxic. AID 651635. S2 cells (HEK-293 line with an ATXN2-luciferase reporter) viability, CellTiter-Fluor protease fluorescence, 24 h. hit rate 0.49% among 400,000; note: potency is the fitted concentration of half-maximal effect; nearly all actives have a fitted effect of over 40% in size
KB-V1 MDR tox = KB-V1 MDR subline cytotoxicity; KB-V1 MDR cells viability, CellTiter-Glo, 72 h; AID 1347076; hit rate 3.4% among 400,000; Potency, µM (doses to about 46.1 µM), inactives show top-dose activity change, negative = cytotoxicity, most hits filed as cytotoxic; note: potency is the fitted concentration of half-maximal effect; % is set by controls: 0 for no effect and ±100 for the full control effect; nearly all actives have a fitted effect of over 60% in size
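Drug-selected KB-V1 cells, grown in DMEM lacking phenol red with 10% FBS, receive compound titrations; after three days at 37 degrees C, surviving cell ATP is quantified by CellTiter-Glo luminescence and responses normalized and curve-fitted.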
HT1080 IDH1KD tx = kills HT-1080 cells with IDH1 knockdown; HT-1080 IDH1 knockdown viability, ATP luminescence, 48 h; Potency, µM (top dose mostly 46.1 µM), for the others: at the highest dose activity, negative = toxicity, usual class: cytotoxic; hit rate 2% among 360,000; AID 686971;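 note: potency is the fitted concentration of half-maximal effect; 0% = DMSO wells and -100% = cell-free medium wells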
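Viability of IDH1-knockdown HT-1080 fibrosarcoma cells was assessed by CellTiter-Glo after 48 h at 37 °C with titrated compound; concentration-effect curves were classified by fit quality and response size.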
HT1080-NT tox = kills 2HG-producing HT-1080-NT fibrosarcoma cells; HT-1080-NT fibrosarcoma viability, CellTiter-Glo ATP luminescence, 48 h; Potency, µM (series often up to 46.1 µM), for inactives: top-dose activity, negative = less viability, actives largely listed as cytotoxic; hit rate 1.6% among 360,000; AID 686970;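 note: NT is the 2HG producing partner of a matched IDH1 knockdown line; potency is the fitted concentration of half-maximal effect; 0% = DMSO-treated cells and -100% = media-only wells without cells; nearly all actives have a fitted effect of over 55% in size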
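A 48-hour cytotoxicity screen used HT-1080-NT cells plated 2 hours before compound delivery. ATP-based CellTiter-Glo luminescence measured viability, normalized to DMSO and no-cell controls.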
MCF10A rereplic = DNA re-replication induction in MCF 10a cells. MCF 10A DNA re-replication, Hoechst nuclear intensity, 48 h. Potency, µM (top dose mostly 46.1 µM), inactives show at the highest dose activity, positive = re-replication, hits mostly activators. hit rate 2.9% among 350,000. AID 624296; note: potency is the fitted concentration of half-maximal effect; % of control where 0% means no effect; nearly all actives have a fitted effect of over 50% in size
KB-3-1 tox = kills parental KB-3-1 adenocarcinoma cells; hit rate 1.4% among 400,000; AID 1347075; Potency, µM (titrated, usually from 46.1 µM), for inactives: at the highest dose activity change, negative = cytotoxic, actives largely listed as cytotoxic; KB-3-1 viability, CellTiter-Glo ATP luminescence, 72 h; note: potency is the fitted concentration of half-maximal effect; % is set by controls: 0 for no effect and ±100 for the full control effect; nearly all actives have a fitted effect of over 60% in size
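Cytotoxicity measured as CellTiter-Glo luminescence after 72 h at 37 C. Compound titrations were pinned onto drug-naive KB-3-1 parental adenocarcinoma cells grown in DMEM with 10% FBS, and normalized data fitted to concentration-response curves.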
SW480 rereplic = inducers of DNA re-replication in SW480 colon cancer cells | Potency, µM (doses to about 46.1 µM), for the others: top-dose re-replication activation, usual class: activators | SW480 DNA re-replication, Hoechst DNA content imaging, 48 h | hit rate 1.8% among 340,000; note: potency is the fitted concentration of half-maximal effect; % of control where 0% means no effect; nearly all actives have a fitted effect of over 55% in size
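250 cells/well; 23 nL cpd via pin tool; 48 hr, 37 C, 5% CO2; Hoechst 40 min; imager read of total nuclear intensity, ex 405/em 500-530 nm.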
ATXN2 expr inh = ATXN2 expression inhibition; HEK-293 ATXN2-luciferase reporter, luminescence, 24 h; Potency, µM (doses to about 57 µM), without a hit: at the highest dose activity change, negative = inhibition, hits mostly inhibitors; hit rate 0.72% among 360,000; AID 1745845; note: potency is the fitted concentration of half-maximal effect; % is set by controls: 0 for no effect and ±100 for the full control effect; nearly all actives have a fitted effect of over 55% in size
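qHTS (up to 57 uM final) was run with 24 h compound exposure of reporter cells at 37 °C. Each well was multiplexed: SteadyGlo luminescence measured ATXN2-luciferase expression after a fluorogenic Gly-Phe-AFC viability readout (25 uM final).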
* = called active by the depositor; i = inactive; u = inconclusive; x = no result given; [ ] = remark or other dose. Unless noted, calls come from the whole dose curve; as a rule, active = well fitted curve in the direction sought with a large enough effect; inconclusive = small, poorly fitted or top-dose-only effect, or another doubt; inactive = no such curve, though single readings can be large; an effect the other way counts as inactive or inconclusive. Random draw from the library (roughly 11% active in at least one column).

SMILES | IL-1B inflam inh | ATXN viability | KB-V1 MDR tox | HT1080 IDH1KD tx | HT1080-NT tox | MCF10A rereplic | KB-3-1 tox | SW480 rereplic | ATXN2 expr inh
CCOc1ccc(C(=O)N(Cc2ccc(N(C)C)cc2)C2CCS(=O)(=O)C2)cc1 (stereo unspecified) | -16 | i | -16% | -3% | 2% | -16% | 0% | 3% | 3%
CC1CCN(C(=O)CSc2n[nH]c(-c3cccs3)n2)CC1 | -3 | i | -13% | 9% | u | -1% | 4% | -3% | 5%
COc1ccc(CN(CC(=O)NC2CCCC2)C(=O)CCC(=O)Nc2nc(C)cs2)cc1 | 6 | i | 7% | -1% | -3% | 25% | -8% | 16% | 1%
Cc1ccc(-n2c(N)c(C(=O)Nc3ccccc3F)sc2=S)cc1C | -54* | i | -6% | -15% | -8% | 0% | -12% | 2% | 5%
FC(F)(F)COc1ccc(-c2nnc(SCc3ccccc3)o2)cn1 | 6 | i | 10% | 14% | 15% | 1% | 4% | -12% | 8%
COCCN(CC1CCCN(C2Cc3ccccc3C2)C1)C(=O)c1cccc(C)c1 (stereo unspecified) | -6 | u | 0% | -4% | 0% | 1% | u | 0% | -4%
CC(C)(C)OC(=O)NCC(=O)N1CCC(C(=O)O)CC1 | -4 | i | 0% | 11% | 17% | -2% | 7% | 1% | 2%
O=C(Cc1ccccc1)N1CCC2(CC1)NCCc1[nH]cnc12 | 4 | u | -7% | 4% | 4% | u | 1% | 23% | x
COc1ccc(CN(C)C(=O)COC(=O)c2cc([N+](=O)[O-])ccc2N2CCCC2)c(OC)c1OC | -21 | u | -22% | -26% | -2% | 13% | u | 2% | x
COc1ccc(NC2=NC(=S)N(c3cccc(C)c3)C23CCCCC3)cc1 | 6 | u | -4% | 29% | 14% | 3% | -13% | -5% | -33%
O=C(N/N=C\c1ccccc1)c1sccc1-n1cccc1 | 8 | i | 1% | 7%[9.24 µM] | 3% | -1% | 2% | -9% | 8%
CCN(CC(=O)NNC(=O)c1ccccc1)Cc1ccc(OC)c(F)c1 | -8 | i | -16% | 10% | 10% | -1% | -1% | -4% | 1%
CCOc1ccccc1N(C(=O)Nc1ccc(Cl)cc1)C1=NCCS1 | -8 | i | 1% | 11% | -2% | -1% | -2% | -10% | 13%
Cc1ccc(N2C(=O)CC3(CCCC3)CC2=O)cc1 | -4 | i | -1% | 15% | 14% | u | 12% | 12% | 30%[activator]
Cc1ccccc1C(=O)NC(NC(=O)c1ccccc1C)c1cccc([N+](=O)[O-])c1 | -12 | i | -7% | 20% | 0% | 3% | -14% | 19% | u
O=C1CC(c2cccs2)Cc2nc(NC(=O)C3CC3)ncc21 (stereo unspecified) | -15 | i | -6% | 11% | -8% | -1% | -1% | -18% | -10%
Cn1cnnc1SCC(=O)NNC(=O)c1ccc([N+](=O)[O-])cc1 | 12 | i | 10% | -14% | -11% | 1% | -2% | -5% | -11%
Cc1nn(C)cc1C(C(=O)NC1CCCCC1)N(Cc1ccc(F)cc1)C(=O)c1cnccn1 (stereo unspecified) | -7 | i | -1% | 20% | 8% | 17% | 1% | -128%[inhibitor] | -9%
Cc1nc2ccccc2c2oc(C(=O)N3CCC(C)CC3)cc12 | -2 | i | 12% | 6% | -1% | -2% | -1% | -4% | x
O=C(CCSc1ccccc1)NC1CCCCCC1 | 37 | i | 8% | 3% | 7% | -1% | 4% | 0% | 37%[activator]
N#CCO/N=C/C(=O)Nc1ccc(F)cc1F | 16 | i | 21% | 12% | 12% | -4% | 15% | -5% | 11%
Cc1onc(-c2ccccc2Cl)c1C(=O)Nc1nnc(-c2ccc(Br)cc2)s1 | 19 | i | 2% | -16% | -17% | 12% | -25% | 16% | -8%
Cc1cc(NC(=O)c2cccc3ccccc23)cc(C)c1OCC(=O)N1CCOCC1 | -6 | i | -7% | -11% | -15% | 3% | 0% | 0%[9.22 µM] | -6%
Fc1ccc(C2=CC(c3ccco3)n3nnnc3N2)cc1 (stereo unspecified) | 11 | i | 19% | 13% | 4% | 4% | 0% | -10% | -7%
COc1ccc(Cl)cc1NC(=O)CN(C)Cc1ccc(OC)c(OC)c1 | 33 | i | u | -15% | -18% | 3% | 11% | 0% | -15%
Cc1ccc(CN2C(=O)CCSc3ccc(Cl)cc32)cc1 | 8 | i | -30% | -14% | -12% | 25% | -2% | 19% | 4%
Cc1ccc(OCC(=O)Nc2ccc3nc(SCc4ccccc4)sc3c2)cc1 | x | i | -1% | x | x | x | 5% | x | 11%
Cc1cccc(C)c1OCc1nc2ccccc2c(=O)n1/N=C/c1c[nH]c2ccccc12 | -11 | u | u | u | -23% | 8% | u | 14% | -8%
CC1CC(C)CN(C(=O)Cn2c(=O)c3cccn3c3cccnc32)C1 (stereo unspecified) | 3 | i | -2% | 14% | 3% | -1% | 11% | -4% | 9%
CCN(C(=O)COC(=O)c1cncc(Br)c1)C1CCS(=O)(=O)C1 (stereo unspecified) | 30 | i | 0% | 9% | 3% | 1% | -2% | -3% | 14%[11.3 µM]
Cc1cc(NCCO)c2cc(O)ccc2n1 | 6 | x | -3% | 1% | -4% | -2% | 0% | -5% | 4%
Fc1ccc(Cn2c(SCc3ccc(F)c(C(F)(F)F)c3)nnc2C(F)(F)F)cc1 | -17 | i | -3% | -29% | -26% | -5% | -1% | 5% | -5%
CCCc1cc(C(=O)Nc2cc(Br)ccc2O)no1 | 28 | i | 3% | 0% | -7% | 7% | -6% | -2% | -5%
Cc1ccc(/C=N/N2CCN(c3ccccn3)CC2)o1 | -5 | i | 4% | 11% | 21% | -4% | 0% | -3% | x
COCc1c(C(N)=O)nnn1-c1nonc1N | -16 | i | -6% | 12% | 4% | u | -5% | 18% | -7%
NNc1nc2sc3c(c2c(=O)n1-c1ccccc1)CCCC3 | 27 | i | -19% | -26% | -12% | u | u | u | u
O=C1CC(C(=O)Nc2ccccc2)C2(CCCCC2)O1 (stereo unspecified) | 0 | i | 8% | 15% | 11% | -10% | 13% | -6% | -2%
CC(C)[C@H](NC(=O)[C@@H]1CSC2c3ccccc3C(=O)N21)C(=O)NC1CCCC1 (stereo partly specified) | 32 | i | 3% | 2% | 1% | -3% | -5% | 1% | x
CC1(C(=O)NS(=O)(=O)c2ccccc2Cl)CCN1C(=O)c1ccccc1CCc1ccccc1 (stereo unspecified) | -24 | i | 5% | -11% | 3% | x | 0% | x | 6%
CN(C)c1nc(=NCc2ccco2)ss1 | -89* | 0.1µM* | 10% | -6% | -3% | 21µM* | -7% | -1% | x

Nothing new here: an excerpt of the list.
SMILES | IL-1B inflam inh | ATXN viability | KB-V1 MDR tox | HT1080 IDH1KD tx | HT1080-NT tox | MCF10A rereplic | KB-3-1 tox | SW480 rereplic | ATXN2 expr inh
Fc1ccc(Cn2c(SCc3ccc(F)c(C(F)(F)F)c3)nnc2C(F)(F)F)cc1 | -17 | i | -3% | -29% | -26% | -5% | -1% | 5% | -5%
CCCc1cc(C(=O)Nc2cc(Br)ccc2O)no1 | 28 | i | 3% | 0% | -7% | 7% | -6% | -2% | -5%
Cc1ccc(/C=N/N2CCN(c3ccccn3)CC2)o1 | -5 | i | 4% | 11% | 21% | -4% | 0% | -3% | x
COCc1c(C(N)=O)nnn1-c1nonc1N | -16 | i | -6% | 12% | 4% | u | -5% | 18% | -7%
NNc1nc2sc3c(c2c(=O)n1-c1ccccc1)CCCC3 | 27 | i | -19% | -26% | -12% | u | u | u | u
O=C1CC(C(=O)Nc2ccccc2)C2(CCCCC2)O1 (stereo unspecified) | 0 | i | 8% | 15% | 11% | -10% | 13% | -6% | -2%
CC(C)[C@H](NC(=O)[C@@H]1CSC2c3ccccc3C(=O)N21)C(=O)NC1CCCC1 (stereo partly specified) | 32 | i | 3% | 2% | 1% | -3% | -5% | 1% | x
CC1(C(=O)NS(=O)(=O)c2ccccc2Cl)CCN1C(=O)c1ccccc1CCc1ccccc1 (stereo unspecified) | -24 | i | 5% | -11% | 3% | x | 0% | x | 6%
CN(C)c1nc(=NCc2ccco2)ss1 | -89* | 0.1µM* | 10% | -6% | -3% | 21µM* | -7% | -1% | x

(further entries)
SMILES | IL-1B inflam inh | ATXN viability | KB-V1 MDR tox | HT1080 IDH1KD tx | HT1080-NT tox | MCF10A rereplic | KB-3-1 tox | SW480 rereplic | ATXN2 expr inh
COc1ccccc1/C=C\C=N\n1c(-c2ccc(Cl)cc2)n[nH]c1=S | 0 | u | u | -1% | -5% | u | -14% | -3% | -15%
Clc1ccc(SCCCCN2CCNCC2)cc1 | 0 | i | -2% | u | u | 2.9µM* | 1% | u | -9%
CCCCCCn1c2c(c(=N)c3c1CCC3)CCC2 | u | i | 22% | 1.6µM* | 1.6µM* | 15% | 2.1µM* | 1% | 8.9µM*
CC1CCN(S(=O)(=O)c2ccc(NC(=O)C3CC3)cc2)CC1 | 17 | i | -3% | 0% | -18% | u | -10% | 18% | 0%
O=C(NCc1ccco1)C1Cc2ccccc2CN1C(=O)c1ccco1 (stereo unspecified) | u | i | -2% | -1% | 11% | -1% | 0% | u | 24%
CC1(C)CC(C)(c2ccc(O)cc2O)N(c2ccc3ccccc3c2)C(=S)N1 (stereo unspecified) | -12 | i | 29% | -23% | -23% | 2% | 0% | -3% | 0%
CC(C)(C)NC(=O)CSc1nc2[nH]ncc2c(=O)[nH]1 | 18 | i | 3% | 2% | -5% | 0% | 0% | -5% | -33%[11.3 µM]
CC1(C)Oc2ccc3ccc(=O)oc3c2C[C@H]1O | -4 | i | 11% | 8% | 11% | -5% | 10% | -2% | 2%
COc1ccc(Cn2cnc3c(N)c(C)c(C)cc32)cc1 | -1 | u | u | -8% | -10% | 2% | 4% | -3% | u

Source: PubChem
